Assay outcomes from PubChem.
Rtt109 Vps75: C. albicans Rtt109 histone acetyltransferase inhibition | AID 540336 | purified Rtt109/Vps75, ThioGlo CoA-SH fluorescence, 4 h | inhibition, % at 34.9 µM | actives 0.16% (n = 330,000) | Q5AAJ8;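 active = inhibition of at least 50% in every replicate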
Target sequence (Q5AAJ8 whole entry, looked up): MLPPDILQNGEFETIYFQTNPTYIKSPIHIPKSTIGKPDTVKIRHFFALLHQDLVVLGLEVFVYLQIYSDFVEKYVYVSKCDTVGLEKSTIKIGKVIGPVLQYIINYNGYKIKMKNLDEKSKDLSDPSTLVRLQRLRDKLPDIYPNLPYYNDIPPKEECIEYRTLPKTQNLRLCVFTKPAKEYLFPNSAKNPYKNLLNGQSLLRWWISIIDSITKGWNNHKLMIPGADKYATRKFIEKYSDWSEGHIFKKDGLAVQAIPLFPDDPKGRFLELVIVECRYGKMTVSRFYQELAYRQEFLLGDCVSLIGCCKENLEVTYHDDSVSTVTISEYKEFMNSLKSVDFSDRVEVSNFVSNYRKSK
PKA-R2B activ: activators of human PKA-R2B complex; activation, % at 11.4 µM; AID 504700; PKA-R2B holoenzyme dissociation, Cy5-IP20 fluorescence polarization; R2B truncated from residue 108, S112A mutant; 0% DMSO only, 100% 113 µM cGMP; actives 0.079% (n = 340,000);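 active = activation above a cutoff set at the mean over all compounds plus 3 SD, cut at about 18% in these data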;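 also: higher means more holoenzyme dissociation and a rise in polarization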
CAL PDZ FP-1: CAL PDZ (human) peptide binding inhibition | inhibition, % at 24.9 µM | actives 0.92% (n = 300,000) | purified CAL PDZ, TMR-peptide fluorescence polarization, 1 h | AID 602252 | Q9HD26;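 active = mean inhibition of at least 30% with at least half of replicates also reaching 30%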;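 also: 0% = DMSO neutral control and 100% = excess unlabeled competitor peptide PRC23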
CAL PDZ FP-2: blocks peptide binding to human CAL PDZ domain. purified CAL PDZ, TMR-peptide fluorescence polarization, 1 h. inhibition, % at 20 µM. actives 0.02% (n = 330,000). AID 504414;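 active = highest replicate inhibition of at least 40%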;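 also: plate controls were DMSO neutral control wells for no effect and unlabeled competitor peptide control wells for full effect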
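System: purified tagged CAL PDZ domain construct (CerCALP). Schedule: 1 h incubation at room temperature before polarization reading. Medium: 25 mM sodium phosphate pH 7.4, 150 mM NaCl, TCEP, IgG, Thesit. Read-out: percent inhibition from loss of millipolarization. Measured by: FP readout, S and P plane fluorescence. Probe or stimulus: fluorescent TMR peptide probe.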
RTF Ca sens inh: cardiac RTF calcium desensitization; inhibition, % at 7.15 µM; IANBD-labeled cardiac RTF, Ca2+ fluorescence; actives 0.12% (n = 340,000); P19429+P45379;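 active = inhibition above the mean inhibition of all tested compounds plus 3 SD, cut at about 17% in these data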;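 also: assay run at fixed EC70 calcium of 1.6 mM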
LANA DNA inh: blocks KSHV LANA C-terminal domain binding to DNA. inhibition, % at 9 µM. MBP-C-LANA/FAM-LBS DNA binding, fluorescence polarization. AID 504423. actives 0.078% (n = 340,000);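 active = highest replicate inhibition at or above 60% at 9 µM, even if other replicates fall short; inactive = all replicates below 60% inhibition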;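 also: 0% = neutral control wells and 100% = 4 µM acridine orange control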
DAGLB inh: blocks human DAGLB lipase activity; Q8NCG7; HEK293T DAGLB membrane lysate, EnzChek fluorogenic substrate; inhibition, % at 5.17 µM; actives 0.059% (n = 340,000); in the data active = inhibition above about 34%;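 also: 0% = enzyme with vehicle and 100% = wells lacking enzyme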
SR-BI DiI-HDL act: activators of SR-BI mediated HDL lipid uptake. CHO ldlA[mSR-BI] cells, DiI-HDL uptake fluorescence, 3 h; 100 = double the neutral-control signal. activation, % at 12.5 µM. actives 0.096% (n = 320,000). AID 504775;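 active = mean replicate activation of at least 60% and every replicate at or above 60%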;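 also: 0% = median plate neutral-control signal and 100% = twice that signal; values of inactives mirror those of a sister screen read the other way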
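Assay system: CHO ldlA[mSR-BI] cells, LDL receptor-null, SR-BI overexpressing; medium: Ham's F12 with 0.5% BSA, HEPES 25 mM, pH 7.4; also added: DiI-HDL 10 µg/mL; timing: 3 h uptake period with compound, 37 °C; signal: DiI fluorescence, bottom read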
cardiac RTF act: increases calcium sensitivity of human cardiac regulated thin filaments | P19429+P45379 | IANBD-labeled TnC RTF fluorescence at EC20 calcium; 0% EC20 calcium, 100% full calcium | activation, % at 7.2 µM | actives 0.24% (n = 340,000) | AID 493008;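 active = activation above the mean over all tested compounds plus 3 SD, cut at about 30% in these data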;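 also: rise in fluorescence read as greater calcium sensitivity of cardiac thin filaments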
Keap1 Nrf2 FP: disrupts human Keap1 binding to Nrf2 peptide. Q14145. actives 0.15% (n = 340,000). inhibition, % at 9.4 µM. Keap1 Kelch-Nrf2 peptide fluorescence polarization, 1536-well. AID 504523; in the data active = inhibition above about 12%;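 also: human Keap1 Kelch domain with fluorescein labeled Nrf2 9mer peptide probe; 0% = neutral control wells and 100% = peptide positive control; higher means more block of Keap1 binding to Nrf2 peptide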
Target sequence (Q14145 whole entry, looked up, the tested form may be a part): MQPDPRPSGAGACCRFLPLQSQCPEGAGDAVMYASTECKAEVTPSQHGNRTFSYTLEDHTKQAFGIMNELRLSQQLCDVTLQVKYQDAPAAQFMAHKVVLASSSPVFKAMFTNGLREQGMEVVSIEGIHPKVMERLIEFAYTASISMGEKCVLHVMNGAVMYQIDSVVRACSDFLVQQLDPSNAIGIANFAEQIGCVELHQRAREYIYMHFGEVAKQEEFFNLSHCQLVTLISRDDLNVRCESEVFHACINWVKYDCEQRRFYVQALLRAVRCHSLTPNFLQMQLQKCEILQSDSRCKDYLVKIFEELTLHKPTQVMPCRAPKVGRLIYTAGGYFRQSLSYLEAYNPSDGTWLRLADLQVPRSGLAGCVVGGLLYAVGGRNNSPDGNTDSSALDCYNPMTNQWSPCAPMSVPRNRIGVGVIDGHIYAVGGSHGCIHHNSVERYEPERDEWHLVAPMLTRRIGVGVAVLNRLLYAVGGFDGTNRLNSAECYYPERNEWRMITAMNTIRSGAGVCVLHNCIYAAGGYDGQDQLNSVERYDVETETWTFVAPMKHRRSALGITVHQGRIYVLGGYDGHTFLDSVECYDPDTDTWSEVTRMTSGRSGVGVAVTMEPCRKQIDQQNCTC
The depositor's hits bear a star; . = no result given.

SMILES	Rtt109 Vps75	PKA-R2B activ	CAL PDZ FP-1	CAL PDZ FP-2	RTF Ca sens inh	LANA DNA inh	DAGLB inh	SR-BI DiI-HDL act	cardiac RTF act	Keap1 Nrf2 FP
C#CCOCCOCCOCCNc1nc(N2CCN(C(=O)CCCCCCCCCCNC(=O)[C@H]([C@@H](C)CC)n3cc(CCCCCN)nn3)CC2)nc(N2CCN(C(=O)CCCCCCCCCCNC(=O)[C@H](CO)n3cc(CCCCCN)nn3)CC2)n1	-13.3	-7.2	-2.7	-2.2	-7.8	-9.0	1.4	-15.3	-1.9	1.5
CC(C)c1ccc(OCC(=O)Nc2c3c(nn2C(C)(C)C)CS(=O)(=O)C3)cc1	21.7	3.5	-3.6	-3.2	-4.9	1.0	-4.2	-10.3	2.7	-3.1
COc1ccc(/C=C(\C#N)C(=O)c2cccn2C)cc1	-7.0	10.1	5.7	-0.4	-5.8	-2.5	-4.0	23.2	-3.2	-3.2
COc1cccc(OC)c1C(=O)NC(=S)Nc1ccc2oc(=O)ccc2c1	-0.4	3.5	-2.9	-0.2	7.8	-0.7	0.3	-71.8	1.1	-2.5
CC(C)c1ccccc1OCC(=O)Nc1ccccc1C(=O)N1CCOCC1	-2.7	3.5	.	0.1	1.8	1.6	-1.0	-1.3	-1.5	-8.7
O=C(Nc1ccccc1O)c1cccc(NC(=O)c2ccco2)c1	-8.4	2.4	14.0	.	-9.0	-6.5	1.2	-10.9	2.7	3.7
CC(C)Oc1ccc(C2CC(=O)NC2=O)cc1 (stereo unspecified)	3.0	-11.2	.	1.3	-4.6	1.1	-0.8	.	5.1	-1.0
CCC(Sc1nnnn1-c1ccccc1)C(=O)Nc1nc2ccccc2s1 (stereo unspecified)	-2.8	-9.6	-1.0	-1.4	-2.6	-2.7	8.6	-8.8	-0.5	-0.2
COc1ccc(N2CCN(c3nc4c(C)cccn4c(=O)c3/C=C(\C#N)C(N)=O)CC2)cc1	-4.6	-14.4	-6.0	0.5	-11.8	0.5	-1.5	-22.1	-6.1	-1.0
Cc1ccc(Cn2ncc(C)c2N)o1	-2.2	-6.2	-1.5	-1.5	-4.1	-1.8	1.2	-9.1	3.9	-2.4
Cc1cc(C)n(CCCNC(=O)c2ccc(C)c(S(=O)(=O)N3CCOCC3)c2)n1	-10.6	-11.4	.	-0.8	-5.6	-0.4	0.0	5.7	1.8	-0.2
O=C(CSc1nnc2sc3ccccc3n12)NCc1ccc2c(c1)OCO2	3.7	17.3	-1.6	-0.7	-6.2	-1.1	-0.3	-0.9	-1.6	3.2
Cc1ccc2oc(C(=O)N3CCN(CC(=O)NC(C)C)CC3)c(C)c2c1	-2.1	-10.7	3.3	-1.8	-5.3	0.2	-0.1	-23.5	2.0	-2.9
Cc1ccc(-c2nc3ncccc3o2)cc1NC(=O)c1ccccc1	8.1	-1.8	-3.8	-1.2	-2.0	-1.5	-2.8	-10.5	-2.4	-1.5
Cc1nnc(NCc2ccncc2)c2ccccc12	7.8	-2.7	0.8	-0.4	-19.8	-2.0	-0.3	11.5	8.8	-2.5
Oc1oc(-c2ccccc2)nc1C=Nc1ccccc1	10.6	-1.9	-3.9	-1.6	-1.6	0.2	-3.7	-7.9	11.9	0.2
CC(NC(=O)COC(=O)C1CCCCC1)c1ccccc1 (stereo unspecified)	-5.0	-0.9	5.7	-0.3	-3.8	0.3	-3.8	7.6	-5.2	0.6
Cc1ccc(C)c(OCc2cc(C(=O)N3C[C@@H](C)O[C@@H](C)C3)no2)c1	-1.7	-7.1	0.3	-0.7	0.1	-0.7	-2.9	-17.6	-0.9	-1.4
CCC(=O)c1cn(CC(=O)Nc2ccccc2F)c2ccccc12	1.8	1.2	-5.8	.	-12.1	0.4	-5.2	-3.0	1.2	-7.3
Cc1onc(-c2ccccc2)c1C(=O)NCC(O)c1ccccc1 (stereo unspecified)	-2.8	3.4	-4.6	0.6	3.7	-1.0	-1.3	3.0	0.4	-2.7

Sorted by molecular weight (low to high): 3 of the compounds above.
SMILES	Rtt109 Vps75	PKA-R2B activ	CAL PDZ FP-1	CAL PDZ FP-2	RTF Ca sens inh	LANA DNA inh	DAGLB inh	SR-BI DiI-HDL act	cardiac RTF act	Keap1 Nrf2 FP
Oc1oc(-c2ccccc2)nc1C=Nc1ccccc1	10.6	-1.9	-3.9	-1.6	-1.6	0.2	-3.7	-7.9	11.9	0.2
CCC(=O)c1cn(CC(=O)Nc2ccccc2F)c2ccccc12	1.8	1.2	-5.8	.	-12.1	0.4	-5.2	-3.0	1.2	-7.3
O=C(CSc1nnc2sc3ccccc3n12)NCc1ccc2c(c1)OCO2	3.7	17.3	-1.6	-0.7	-6.2	-1.1	-0.3	-0.9	-1.6	3.2

Continuation:
SMILES	Rtt109 Vps75	PKA-R2B activ	CAL PDZ FP-1	CAL PDZ FP-2	RTF Ca sens inh	LANA DNA inh	DAGLB inh	SR-BI DiI-HDL act	cardiac RTF act	Keap1 Nrf2 FP
COc1ccc(NC(=O)c2ccccc2F)cc1Cl	3.7	-7.5	-4.3	0.1	9.9	7.5	-4.7	-23.7	3.5	-2.9
CN(C)CCOc1ccc(-c2c(-c3ccccc3)sc3ccccc23)cc1	12.3	-4.0	0.2	-1.9	-2.1	-1.5	-2.9	14.7	-10.6	-2.0
Cc1ccc(S(=O)(=O)Nc2ccc(C(OC(=O)c3ccccc3[N+](=O)[O-])(C(F)(F)F)C(F)(F)F)cc2)cc1	41.1	-19.8	-1.6	-2.9	-16.6	-0.3	-5.3	9.2	-12.9	-1.2
C=C(C)COc1ccc(-c2ncncc2-c2ccc(Br)cc2)c(O)c1	-4.8	-6.0	-5.2	-1.9	-8.9	-2.3	-14.9	-16.3	-8.6	-2.1
CC(C)(O)c1ccc2c(c1)CCC1C(C)(C(=O)O)CCCC21C (stereo unspecified)	-0.5	2.5	1.5	-0.3	-1.2	-0.1	-2.3	13.9	1.6	-3.8
CN1CCN(CC(=O)Nc2sc3c(c2C(=O)Nc2ccccc2)CCCC3)CC1	-2.2	0.5	-1.4	-1.5	-5.9	0.9	3.4	-5.3	0.9	-0.3
O=C1c2ccccc2CN1C(CO)c1ccccc1 (stereo unspecified)	-4.8	4.0	-2.0	.	-2.8	-1.0	0.9	-1.8	1.2	2.1
COc1ccc(/C=C2\N=C(C)OC2=O)cc1[N+](=O)[O-]	-0.5	-3.8	-0.9	-0.6	0.4	-1.4	1.7	24.8	-9.2	-0.8
COC(=O)c1ccc(C2c3[nH]c4ccccc4c3C[C@H]3C(=O)N(C4CCN(Cc5ccccc5)CC4)CC(=O)N23)cc1 (stereo partly specified)	-5.1	2.8	0.3	0.7	-3.1	-1.1	1.4	-32.2	-0.4	-4.7
O=C(Nc1ccc(F)cc1)C1CCN(C(=O)NCc2ccccc2)CC1	7.1	-6.2	2.3	-1.9	-2.0	0.0	-2.7	.	12.8	-5.8
CCc1c(OC(C)=O)c2ccccc2n(C)c1=O	20.5	-11.2	0.9	-0.2	-8.2	-0.7	-3.0	11.7	3.0	-2.7
Cc1cccc(C)c1NC(=S)NCCCN1CCCC1=O	-0.6	7.9	-2.1	-0.7	3.7	0.6	-0.8	28.8	2.2	-0.9
Cc1cccc2c(C(=O)O)cc(-c3cccnc3)nc12	-0.4	-8.1	-3.7	-2.1	-2.0	0.0	1.2	8.3	-2.8	-4.0
CCCCC(=O)Nc1cc(OCC)c(NC(=S)NC)cc1OCC	6.4	-4.6	-1.8	0.3	1.8	1.5	-1.8	2.4	-3.6	-0.5
COc1ccc(CC(C(=O)Nc2cccc(F)c2)c2nn[nH]n2)c(OC)c1 (stereo unspecified)	-10.5	4.1	-0.4	-0.9	-5.1	0.0	4.2	6.6	6.6	-3.8
CC(C)CN(C(=O)c1nn(C)c(=O)c2ccccc12)c1nc2ccccc2s1	36.7	13.1	-2.5	-1.7	-1.1	-1.0	-1.5	-19.9	7.1	-6.6
O=C(NC1CC2CCC(C1)N2C(=O)NCc1ccccc1)NC12CC3CC(CC(C3)C1)C2 (stereo unspecified)	1.9	-3.6	-1.8	-0.5	-23.4	-1.2	2.5	-2.6	2.7	-6.5
CNCCNC[C@H](Cc1cccc2ccccc12)NCCc1ccccc1	18.4	1.3	-0.6	0.7	-15.9	3.1	1.1	30.9	-5.0	-0.2
CCOc1cc(C(=S)N2CCOCC2)ccc1OS(=O)(=O)c1ccccc1	-2.9	-3.1	-1.4	-0.4	5.0	1.0	0.4	1.8	-9.0	1.5
Cc1ccc(S(=O)(=O)N(C(=O)c2ccncc2)c2ccc(OC(=O)c3ccncc3)c3ccccc23)cc1	-3.3	0.4	-3.8	-1.2	0.6	1.7	11.5	429.6*	0.5	-0.3
O=C(COC(=O)c1ccc2ccccc2n1)Nc1ccccc1F	5.6	0.8	-3.5	0.1	-2.3	0.0	-2.6	3.7	-1.4	-0.3
CC(=O)Nc1ccc(NC(=O)C2(C)CC2(Cl)Cl)cc1 (stereo unspecified)	-2.6	-7.9	-4.5	-0.5	-8.1	5.6	-1.2	22.4	-2.0	-4.9
CCCCn1c(C(C)O)nc2ccccc21 (stereo unspecified)	3.5	-12.5	.	-0.5	-0.3	-0.6	3.3	1.9	6.2	-1.9
CC(OC(=O)Cc1c(F)cccc1Cl)C(=O)NC1(C#N)CCCCC1 (stereo unspecified)	-2.7	4.1	0.0	-2.7	-8.3	-1.9	1.2	23.2	-1.4	1.5
Cc1ccc(C(=O)Nc2nnc(-c3cccs3)s2)cc1C	1.6	3.5	-1.4	1.3	-5.4	0.5	-0.5	0.8	-4.6	1.7
O=C(O)CCc1ccc(-c2ccc(F)cc2)n1CC1CCCO1 (stereo unspecified)	-6.3	3.8	-4.6	.	-2.6	2.1	-0.8	19.0	-0.2	-2.9
COc1ccc(-c2nc3ccccn3c2NC2CCCCC2)cc1SC1CCCCC1	11.3	-3.1	-0.9	0.6	-2.5	-0.3	-4.8	-34.7	-4.4	-3.0
Cc1c(C(=O)Nc2nnc(SCc3ccccc3Cl)s2)cccc1[N+](=O)[O-]	-5.6	-14.5	-3.5	-0.8	6.9	1.3	0.9	9.2	-4.0	-6.6
CSc1ccccc1NC(=O)C1CC(c2ccccc2Cl)=NO1 (stereo unspecified)	-5.6	9.2	-2.8	-0.6	0.8	-0.8	-5.2	1.3	0.9	-2.3
O=C(Cn1cc(C(F)(F)F)cc(Cl)c1=O)NCC1COc2ccccc2O1 (stereo unspecified)	2.1	8.6	.	-1.4	-1.7	-1.7	0.1	14.7	2.0	-2.1
O=C(Nc1ccc(C(F)(F)F)cc1-c1ccccc1)c1ccccc1	-4.5	2.9	-3.1	1.0	-4.5	1.2	-5.8	21.2	4.8	-3.3
